INS-1E GSIS act – primary screen for activators of insulin secretion dependent on glucose, INS-1E cells, GLuc reporter luminescence | activation, % at 16.6 µM | 370,000 tested, 0.61% active | INS-1E GLuc reporter insulin secretion, 2-3 h | AID 743287;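 active = lowest replicate activation of at least 40%, so every replicate reaches that level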;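 also: 0% = median of neutral control wells and 100% = median of IBMX positive control wells; some compounds called inactive have numbers as strong as hits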
miR-122 sensor – miR-122 inhibition in Huh7 cells. Huh7 miR-122 Renilla luciferase sensor, 48 h; neutral wells = 0, positive control = 100. activation (reporter increase), % at 12.5 µM. 340,000 tested, 0.3% active;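 active = mean replicate activation score at least 90 and every replicate individually at or above 90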;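 also: higher luciferase means less miR-122 activity so hits act as miR-122 inhibitors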
Statin myotox sup – protects C2C12 myotubes from simvastatin toxicity; ATP luminescence, 48 h; scaled: DMSO 0, geranylgeraniol control 100; AID 602340; 330,000 tested, 0.78% active; rescue of ATP level, % at 7.49 µM;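 active = mean ATP rescue above about 67%, or every replicate alone reaching that limit, limit read from the data, passing the limit was not always enough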;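 also: myotubes were challenged with 10 µM simvastatin during compound exposure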
FN deposition inh – fibronectin deposition inhibition. 350,000 tested, 0.086% active. AH1F fibroblasts, Alexa488-fibronectin deposition fluorescence, overnight. inhibition, % at 12.6 µM;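 active = mean inhibition across replicates of 30% or more, regardless of how many single replicates reach that level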;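 also: positive control wells lacked labelled fibronectin entirely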
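material = AH1F fibroblast monolayer depositing Alexa488-labelled fibronectin into matrix | amount = 10000 AH1F cells/well | buffer or medium = DMEM plus 2% serum, read in PBS | incubation = 1 h cell adhesion before compound, then overnight fibronectin incubation | detection = fluorescence at 485 nm excitation, 525 nm emission | evaluation = percent inhibition as loss of matrix-bound fibronectin fluorescence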
PglD inh – inhibitors of Campylobacter jejuni PglD acetyltransferase | 360,000 tested, 0.098% active | purified PglD enzyme, DTNB colorimetric CoA detection | inhibition, % at 12.5 µM; in the data active = inhibition above about 16%, passing the limit was not always enough; also: strong numbers were not always called active
Cneo AK release – Cryptococcus neoformans lysis via adenylate kinase release; C. neoformans lysis, adenylate kinase release luminescence, 4 h; normalised: neutral wells 0, clomiphene wells 100; lysis activity, % at 15 µM; 360,000 tested, 0.2% active; AID 651654;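 active = mean lysis activity across replicates of at least 80%, whatever share of replicates individually reach that level; inactive = mean lysis activity below 80%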
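Signal: Adenylate kinase release luminescence | Assay system: Log-phase Cryptococcus neoformans yeast cells | Input: Cells at 5 × 10^6 per mL | Buffer or medium: Fresh YPD growth medium | Compound: Single dose | Schedule: Static 4 h at 37 °C with compound, 1 h detection | Controls: Clomiphene | Read-out: Luminescence rise reflecting yeast cell lysis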
PGC1a acetyl inh – PGC1a acetylation modulation, inhibitor mode; AID 651687; inhibition, % at 15.6 µM; U2OS PGC1a acetylation, AlphaScreen anti-acetyl-lysine; with virally co-expressed GCN5 acetyltransferase; 350,000 tested, 0.17% active;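 active = every replicate shows inhibition of at least 40%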;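 also: 0% = neutral control wells and 100% = positive control wells; some results beyond the cut were filed as inactive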
CFTR F508del cor – CFTR F508del correction in bronchial cells; CFBE cells, YFP halide quenching; stimulated with forskolin plus potentiator P3; % fluorescence drop versus neutral controls; 350,000 tested, 0.36% active; AID 720511; activity (quench increase), % at 7.58 µM;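 active = mean added fluorescence quench of at least 8% versus neutral control, with both replicates also reaching 8%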;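 also: cells transiently co-express mutant CFTR-F508del with the halide-sensitive YFP; corrector assay measuring rescue of mutant channel to the surface after 24 h compound exposure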
Numbers without * were called inactive; . = not tested or not shown; & = joins results of further samples; [ ] = dose if it differs, or a comment.

compound	INS-1E GSIS act	miR-122 sensor	Statin myotox sup	FN deposition inh	PglD inh	Cneo AK release	PGC1a acetyl inh	CFTR F508del cor
CC(=O)Oc1ccc2c3c(c(=O)oc2c1C)CCCC3	9.2	.	6.7	5.0	8.5	-0.6	1.9	-2.5
COCCCNc1ccn2nc(-c3ccc(CC(C)C)cc3)cc2n1	19.1	.	-0.3	.	5.7	-4.4	6.0	2.6
C/C=C/c1cnc2c(c1)C(=O)N([C@@H](C)CO)C[C@H](C)[C@@H](CN(C)C(=O)NC1CCCCC1)O2	-7.0	-24.3[16.7 µM]	17.9	-4.5	-0.4	9.0	-5.5	1.0
N#Cc1cnn2ccn(C3OC(CO)C(O)C3O)c12 (stereo unspecified)	12.5	-3.6	26.5	3.4	2.3	2.9	.	1.4
COc1ccccc1CC(NC(C)=O)C(=O)NC1CCN(C(=O)Nc2ccccc2C)CC1 (stereo unspecified)	48.1	.	3.1	-1.4	-1.5	2.5	.	-1.2
CCCOc1ccc(CNC(=O)C2CCN(C(=O)N3CCOc4ccccc43)CC2)cc1	-30.7	-8.0	7.5	-2.0	-1.6	0.2	-0.3	-0.7
O=C(CSc1nc2ncc(Cl)cc2[nH]1)N1CCOCC1	-18.6	-1.9	3.6	-11.4	1.0	-0.9	30.8	4.0
COc1ccc(-c2nnn(CC(=O)NCc3ccccc3)n2)cc1OC	.	-3.6	25.7	4.0	0.5	-0.5	-6.9	.
CC(=O)OCC1(C)CN(c2ccccc2)N(C(=O)c2ccc(F)cc2)C1=O (stereo unspecified)	3.6	4.5	6.1	-1.2	.	.	-4.5	0.3
CCCC1CC(=O)NC1(C(=O)OCC)C(=O)OCC (stereo unspecified)	12.1	3.6	-0.2	-1.4	.	.	5.2	-1.3
Cc1cc(C)c2nc(N3CCCC(C(=O)NCCN4CCOCC4)C3)sc2c1 (stereo unspecified)	-3.0	-1.8	4.2	.	4.3	-0.3	.	0.0
CCC1Oc2ccc(C)cc2N(CC(=O)N(Cc2ccc(C)o2)C2CC(C)(C)NC(C)(C)C2)C1=O (stereo unspecified)	.	-1.0	-5.9	5.5	7.2	2.0	0.3	.
CC(C)C(=O)Nc1nnc(SCC(=O)NC2CC2)s1	.	-22.5	3.9	1.1	0.5	-7.8	14.3	.
COc1ccc(/C=C2\CCCCC2=O)cc1	.	6.8	-8.5	3.8	4.6	-3.4	2.7	0.2
COC(=O)CSc1ccc(S(=O)(=O)N2CCOCC2)cc1[N+](=O)[O-]	4.0	-1.5	.	1.2	0.0	-5.9	1.2	.
CC(=O)Nc1ccc(NC(=O)COC(=O)C2CCCCC2)cc1	11.6	5.2	5.3	1.9	3.0	-0.5	8.4	-1.9
O=C(CNC(=O)Cc1ccccc1)N=Nc1c(O)n(Cc2ccc3c(c2)OCO3)c2ccccc12	6.2	.	.	4.2	-0.5	9.9	.	1.3
COc1ccc(CN(C)C(C)C(=O)NC2CCCc3ccccc32)cc1 (stereo unspecified)	-15.0	.	.	6.1	.	.	-0.4	-0.4
O=C1NC2(CCCCC2)C(=O)N1/N=C/c1ccccc1Br	12.2	-1.7	4.6	2.2	-12.2	1.2	.	-8.7
Cc1nnc(N2C(=O)c3ccc(Br)cc3C2=O)s1	-4.3	9.5	0.6	-7.8	21.6*	-0.3	-2.4	-0.1
CCCNC(=O)Nc1ccc2c(c1)C(=O)N(C)C[C@@H](OC)[C@H](C)CN(C(C)=O)[C@@H](C)CO2	5.4	-19.4[16.7 µM]	-0.9	4.2	2.5	-0.2	-2.7	-4.7
C[C@H](CO)N1C[C@H](C)[C@@H](CN(C)Cc2ccc(-c3ccccc3)cc2)Oc2ccc(NS(=O)(=O)c3cccs3)cc2C1=O	-12.7	0.2[16.7 µM]	-11.4	0.6	4.3	-1.0	-0.2	-6.4
C[C@H]1CN([C@@H](C)CO)C(=O)c2cc(NC(=O)Cc3cn(C)c4ccccc34)ccc2O[C@H]1CN(C)C(=O)Nc1ccccc1	-12.6	-13.6[16.7 µM]	34.4	.	0.2	3.6	-7.4	0.5
COc1ccc(/C=N/N=C2/NC(=O)C(c3ccccc3)S2)c(OC)c1 (stereo unspecified)	.	0.2	.	-4.7	-1.5	-2.7	7.2	.
CSc1ccccc1OCc1cc(C(=O)N2CCN(c3ncccn3)CC2)no1	5.8	.	-4.2	-1.5	-4.0	-2.4	.	-3.3
COc1ccc(OCC(=O)N2CCN(C(=O)c3cccs3)CC2)cc1	.	-1.0	.	.	-4.5	-0.8	10.2	.
C[C@H](CO)N1C[C@H](C)[C@@H](CN(C)CC2CCCCC2)Oc2ccc(NC(=O)Nc3cccc4ccccc34)cc2C1=O	-26.2	0.9[16.7 µM]	96.0*	.	-1.7	-0.1	10.5	-1.1
CC(=O)NS(=O)(=O)c1ccc(NC(=O)[C@@H]2CCCN2S(=O)(=O)c2ccc(Cl)cc2)cc1	13.1	.	3.4	4.2	-1.9	0.9	.	0.5
COc1ccc([N+](=O)[O-])cc1N(CC(O)CN1CCOCC1)S(=O)(=O)c1ccccc1 (stereo unspecified)	17.7	5.2	0.1	-4.8	.	.	.	0.0
CCSC(=O)NC1CCCCC1	3.7	-10.4	.	1.7	2.2	-4.0	-1.7	-1.2

Brought forward from above: 2 compounds; new compounds follow.
compound	INS-1E GSIS act	miR-122 sensor	Statin myotox sup	FN deposition inh	PglD inh	Cneo AK release	PGC1a acetyl inh	CFTR F508del cor
COc1ccc([N+](=O)[O-])cc1N(CC(O)CN1CCOCC1)S(=O)(=O)c1ccccc1 (stereo unspecified)	17.7	5.2	0.1	-4.8	.	.	.	0.0
CCSC(=O)NC1CCCCC1	3.7	-10.4	.	1.7	2.2	-4.0	-1.7	-1.2
CSc1ccc(CN2CCC(C)(Oc3ccccc3C)C2)cc1 (stereo unspecified)	.	-2.0	0.8	-1.6	9.3	1.0	-7.3	-2.3
NC(=O)c1ccccc1NC(=O)c1ccc2ccccc2c1	12.3	-0.4	-7.3	5.7	3.0	-24.3	-5.5	3.8
Cc1cccc(C(=O)N2CCc3cc(-c4nc(NC(=O)CN5CCCC5)sc4C)ccc32)c1	-17.6	.	-20.0	4.8	-1.7	-2.0	.	1.3
C[C@@H]1CCCCO[C@H](CN(C)C(=O)c2ccccc2)[C@@H](C)CN([C@H](C)CO)C(=O)c2cc(NC(=O)NC3CCCCC3)ccc2O1	-10.0&-3.5	0.3	4.8&-38.1	-2.2&-0.3	-0.5	1.0	-16.6&11.5	2.7&3.8
CC(=O)Nc1ccc(NC(=O)CSc2ncnc3sc(C)c(C)c23)cc1	6.8	-3.8	4.1	1.0	.	.	13.7	-2.2
CCCC(O)C#Cc1cnc2c(c1)C(=O)N([C@H](C)CO)C[C@H](C)[C@H](CN(C)C(=O)Nc1ccccc1)O2 (stereo partly specified)	-4.5	2.0[16.7 µM]	4.9	.	-1.3	1.9	-3.9	.
O=C(C[C@@H]1CC[C@@H]2[C@H](COC[C@@H](O)CN2C(=O)Nc2cccc(Cl)c2)O1)NCC1CCCCC1	-25.8	-3.6[16.7 µM]	8.1	-0.6	3.7	-8.7	9.5	0.8
CNC[C@@H]1OCCCC[C@H](C)Oc2ccc(NS(=O)(=O)c3cn(C)cn3)cc2C(=O)N([C@@H](C)CO)C[C@@H]1C	-0.2	9.8[16.7 µM]	.	.	-1.1	-0.9	6.5	2.5
CCN1C(=O)/C(=C/c2cccs2)N(C)C1=S	.	-0.7	-4.0	2.3	1.7	-0.7	-9.3	.
O=C(c1ccccc1F)N1CCC2CC1c1cc(-c3ccc4c(c3)OCO4)ccc12 (stereo unspecified)	-4.2	4.0	10.3	0.1	0.7	-1.1	-3.6	1.4
COc1ccc(S(=O)(=O)N2CCN(C)CC2)cn1	4.1	1.1	.	16.0	-0.8	1.4	12.0	1.3
CSc1cccc(NC(=O)CCC(=O)O)c1	-1.1	-3.3	.	3.9	3.0	3.0	.	-2.4
COc1ccc2c(=O)c(C(=O)O)c(-c3ccc4c(c3)OCO4)n(C)c2c1	13.2	-2.5	.	.	-0.3	-2.2	3.7	.
COc1ccc(-c2ccc([C@H]3[C@H]4C=CC[C@@H](C)[C@@H]4C(=O)N3Cc3ccccc3)c(F)c2)cc1	-1.6	-5.1	9.1	9.3	-1.2	2.0	.	-5.4
CN(C)c1ccc2c3c(ccc(N(C)C)c13)C(=O)OC2	-4.0	-5.0	.	1.1	4.5	-0.4	-15.1	-0.5
O=C(NC1CCN(Cc2ccccc2)CC1)c1ccc(CS(=O)c2ccc(F)cc2)o1 (stereo unspecified)	9.1	.	13.3	0.9	-4.4	0.0	12.9	2.0
COc1ccc(S(=O)(=O)Nc2ccc3c(c2)C(=O)N([C@H](C)CO)C[C@H](C)[C@@H](CN(C)S(=O)(=O)c2ccc(F)cc2)OCCCC[C@@H](C)O3)cc1	-15.5	4.4[16.7 µM]	20.6	.	-3.8	-0.1	19.7	2.5
COc1ccc(NC(=O)N(C)C[C@H]2OCc3cn(nn3)CCCC(=O)N([C@H](C)CO)C[C@H]2C)c(OC)c1	-1.3	0.8[16.7 µM]	7.3	-7.9	.	.	-5.9	3.2
N#CCCN=C(NS(=O)(=O)c1ccccc1)c1ccccc1	0.9	-3.0	8.8	5.6	1.9	-1.6	6.6	-1.4
O=C(COC(=O)c1ccccc1C(=O)N1CCN(c2ccccc2)CC1)Nc1ccc(F)cc1	.	-4.9	50.8	4.6	5.5	-1.6	-5.3	.
CNC[C@@H]1OCCCC[C@@H](C)Oc2ccc(NS(=O)(=O)c3ccccc3)cc2C(=O)N([C@@H](C)CO)C[C@H]1C	9.1	-3.6[16.7 µM]	11.3	.	0.0	0.9	4.7	0.1
CO[C@H]1CN(C)C(=O)c2ccc(NC(=O)Nc3ccccc3)cc2OC[C@H](C)N(C(=O)CN(C)C)C[C@H]1C	10.3	-11.9[16.7 µM]	-1.8	-14.9	-0.4	3.6	2.1	1.0
CCn1cc(S(=O)(=O)NCc2ccccc2Br)cn1	3.4	.	.	-13.1	1.0	-3.7	-0.5	-2.7
CCN1C(=O)[C@H]2[C@@H](c3ccc(C(F)(F)F)cc3)N[C@]3(CCCN(Cc4ccc(F)cc4)C3=O)[C@H]2C1=O	-1.4	2.9	6.1	-1.2	2.7	-0.7	4.6	-1.2

Compounds were not picked by outcome; about 2.1% have a hit in one of these screens.
